Bioassay records from PubChem.
NTR1 agonist: agonists of NTR1, primary screen, imaging, U2OS cells, beta-arrestin-GFP, high content (AID 493036); NTR1-U2OS beta-arrestin-GFP spot imaging, agonist mode; activation, % at 20 µM; 330,000 compounds, 0.17% hits;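 active = activation at or above 40% of the spot to cytoplasm intensity ratio, with at least 20 cells analyzed; inconclusive = wells under 20 cells, flagged as cytotoxic or low count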;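 note: 0% = DMSO without peptide and 100% = 100 nM NTR1 peptide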
Target sequence (P30989 whole entry, looked up): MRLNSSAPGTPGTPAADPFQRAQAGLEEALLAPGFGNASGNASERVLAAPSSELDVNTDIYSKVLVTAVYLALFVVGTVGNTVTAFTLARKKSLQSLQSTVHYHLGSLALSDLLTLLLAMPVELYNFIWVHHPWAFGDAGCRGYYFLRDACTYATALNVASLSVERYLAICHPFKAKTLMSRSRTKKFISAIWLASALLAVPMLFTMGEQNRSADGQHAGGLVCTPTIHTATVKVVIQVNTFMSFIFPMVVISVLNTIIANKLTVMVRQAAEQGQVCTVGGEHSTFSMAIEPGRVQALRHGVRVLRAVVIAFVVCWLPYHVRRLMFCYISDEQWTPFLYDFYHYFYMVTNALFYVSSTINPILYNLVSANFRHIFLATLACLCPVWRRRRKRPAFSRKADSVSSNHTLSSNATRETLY
Salmonella PhoP GFP: PhoP-dependent GFP reporter repression – Salmonella Typhimurium, primary screen (AID 1863); 300,000 compounds, 0.16% hits; inhibition, % at 50 µM, or IC50 in µM where a hit was titrated; S. Typhimurium PhoP-regulated promoter GFP reporter, 4 h; higher % means a stronger effect;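 active = inhibition over 29.93%, a cutoff 3 SD above the screen mean, later confirmed by dose response; inconclusive = inhibition over 29.93% but no dose response follow-up; inactive = inhibition at most 29.93% or unconfirmed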;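 note: 0% = low Mg2+ inducing control and 100% = high Mg2+ repressing control; strong numbers were not always called active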
GPR35 antagonists: inhibition of zaprinast-stimulated GPR35 beta-arrestin translocation – imaging, U2OS, beta-arrestin-GFP, zaprinast agonist, primary screen (AID 2058); U2OS GPR35 beta-arrestin-GFP translocation imaging, zaprinast antagonism; higher % means a stronger effect; inhibition, % at 10 µM, or IC50 in µM where a hit was titrated; 290,000 compounds, 0.052% hits;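 active = inhibition of at least 50% with at least 30 cells and total cytoplasm GFP at most 10,000,000; inconclusive = under 30 cells or total GFP of 10,000,000 plus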
Myeloid diff 2: promotes myeloid progenitor differentiation. calls only at 10 µM. 360,000 compounds, 1% hits. ER-HoxA9 myeloid progenitors, lysozyme-GFP differentiation, flow cytometry;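 active = normalized GFP-positive differentiation at or above the plate's own cutoff, the solvent-only control mean plus 3 SD; inconclusive = no clear call, values can overlap the other calls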;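 note: cells exposed to compound for four days before flow analysis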
HIV fusion peptide: inhibitors of HIV fusion peptide binding, primary screen, biochemical, uHTS, fluorescence dequenching (AID 1986); cell-free peptide binding, fluorescence dequenching, 30 min; higher % means a stronger effect; inhibition, % at 20 µM; hits with a dose series show IC50 in µM; 290,000 compounds, 0.3% hits; in the data active = inhibition mostly above about 52%, no sharp cut-off; inactive = mostly below about 76%; note: some results filed as inactive read as strong as hits
LYP inhibition: inhibitors of LYP phosphatase, biochemical, fluorescence intensity, uHTS (AID 1779). 290,000 compounds, 0.054% hits. one-dose inhibition, % at 11.5 µM; IC50 in µM for titrated hits. recombinant LYP phosphatase, fluorescence intensity; higher % means a stronger effect; in the data active = inhibition above about 50%;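 note: plate controls were vehicle with enzyme for no effect and no enzyme for full effect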
GPR55 antagonists: inhibition of LPI-stimulated GPR55 beta-arrestin translocation – imaging, U2OS, beta-arrestin-GFP, LPI agonist, primary screen (AID 2013); one-dose inhibition, % at 10 µM; IC50 in µM for titrated hits; U2OS GPR55 beta-arrestin-GFP translocation imaging, LPI antagonism; higher % means a stronger effect; 290,000 compounds, 0.13% hits;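 active = spots per cell inhibited over 60%, with over 100 cells counted and total cytoplasm intensity under 500,000; inconclusive = wells with under 100 cells, flagged as likely toxic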;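 note: U2OS cells stably carrying GPR55 and arrestin-GFP stimulated by 5 µM LPI near EC80; imaged beta-arrestin-GFP aggregate spots per cell after agonist stimulation; plate controls were LPI-stimulated DMSO wells for no effect and DMSO wells without LPI for full effect; some results filed as inactive read as strong as hits; confirmed hits need IC50 under 10 µM and bright autofluorescent wells are also inconclusive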
MgcRacGAP inhibition: MgcRacGAP GTPase-activating activity inhibitors, confirmation, biochemical, ADP Hunter fluorescence; MgcRacGAP-stimulated Rac1 GTP hydrolysis, ADP Hunter fluorescence; higher % means a stronger effect; GST-tagged Rac1 F28L mutant substrate; inhibition, % at 30 µM, or IC50 in µM where a hit was titrated; 340,000 compounds, 0.6% hits; AID 624330;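 active = first-screen hits whose inhibition reached a set limit at any dose in the follow-up dose series; inconclusive = inhibition above the set first-screen limit but never retested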;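 note: fluorescence reports GDP produced by GAP-driven GTP hydrolysis; strong numbers were not always called active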
Siah-1 displacement: blockers of Siah-1 interaction with plectin peptide – biochemical, fluorescence polarization, rhodamine-plectin, uHTS, primary screen (AID 1817); Siah-1 / rhodamine-plectin peptide fluorescence polarization; higher % means a stronger effect; one-dose displacement, % at 20 µM; IC50 in µM for titrated hits; 290,000 compounds, 0.02% hits;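 active = displacement of at least 50% at 20 µM, with a fluorescence ratio check between 0.3 and a set limit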;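 note: plate controls were Siah plus tracer with DMSO for no effect and tracer alone without Siah for full effect; strong numbers were not always called active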
NTR1 agonist cell count 20 µM: second read-out of NTR1 agonist, no call of its own (marks repeat the call); cell count; measured here: cell count, cytotoxicity flag
Myeloid diff 2 GFP+ MAC1+ %: recorded beside Myeloid diff 2, whose call it bears; GFP+ MAC1+ double positive, %; measured here: differentiation confirmed by MAC1 staining
Numbers without * were called inactive; i = inactive; u = inconclusive; x = no result given; + = active, no number.

cpd	Compound	Myeloid diff 2	NTR1 agonist cell count 20 µM	GPR55 antagonists	HIV fusion peptide	GPR35 antagonists	MgcRacGAP inhibition	LYP inhibition	Myeloid diff 2 GFP+ MAC1+ %	Salmonella PhoP GFP	NTR1 agonist	Siah-1 displacement
1	COc1ccc(Nc2ncnc3ccccc23)c(OC)c1	i	116	6%	-2.3%	11%	5%	-4%	0.4	4%	21	-6%
2	O=C(O)c1ccc2c(c1)CCC2	i	87	4%	-0.8%	8%	x	-3%	0.3	-13%	-0.5	-1%
3	CCc1cc2c(cc3c(=O)n(CC(=O)N4CCN(c5ccccn5)CC4)nc(CC)n32)s1	i	50	12%	3.0%	2%	5%	-4%	2.7	-5%	3.7	1%
4	O=C(OCC(=O)c1ccccc1Br)c1ccncc1	i	66	-4%	-1.0%	-3%	6%	-4%	0.2	-5%	0.3	-4%
5	C=CCSc1nc2c(c(=N)n1CC=C)C1CCCC1S2 (centres undefined)	i	73	38%	-2.4%	16%	6%	0%	1.2	4%	9.4	-9%
6	CC(=O)Nc1ccc(NC(=O)C(C)OC(=O)CNC(=O)c2cccs2)cc1 (centres undefined)	i	50	x	x	x	2%	x	0.5	5%	-0.1	x
7	OC1(C#CCN2CCCC2)CCCCC1	i	57	7%	-0.8%	-5%	3%	-2%	0.4	-4%	1.0	0%
8	CC(=O)c1ccc2c(c1)c(C#N)c1ccccc1[n+]2[O-]	i	78	4%	166%	0%	0%	-7%	0.5	x	5.5	-4%
9	COc1cc(/C=C/c2noc(-c3ccccc3O)n2)cc(OC)c1OC	i	56	0%	-0.5%	7%	5%	-6%	0.5	-9%	4.6	0%
10	Cc1ccc2cc(CCNC(=O)C(C)C)c(=O)[nH]c2c1	i	44	1%	-1.2%	-10%	10%	-3%	2.8	11%	0.3	4%
11	CCCn1c2ccccc2c2cnn(CC(=O)N3CCN(C4CCCCC4)CC3)c(=O)c21	i	41	18%	0.4%	10%	10%	-8%	4.3	-1%	9.9	3%
12	C=CCN(C(=O)CNC(=O)c1ccco1)C(C(=O)NC1CCCCC1)c1cccnc1 (centres undefined)	i	46	3%	3.6%	-3%	5%	-2%	4.2	-5%	5.0	2%
13	CSc1nsc(SCC(=O)Nc2ccc(C(N)=O)cc2)n1	i	58	2%	0.7%	-18%	7%	-6%	0.7	6%	2.2	-2%
14	CCc1nnc(NC(=O)CSc2nc(-c3ccccc3)cc(-c3ccc(OC)cc3)c2C#N)s1	i	62	8%	-1.0%	-2%	8%	-5%	0.4	-10%	3.2	-1%
15	CC1(C)NC(=O)N(CCCCOc2ccc3ccccc3c2Cl)C1=O	i	73	-9%	0.6%	-13%	6%	-4%	0.2	-2%	1.8	-4%
16	Nc1nnc(CSc2ccc(Cl)cc2)s1	i	35	7%	0.3%	12%	16%	-10%	0.5	27%	0.3	1%
17	Cc1ccc2nc(NC(=O)c3cccs3)sc2c1	i	56	-13%	7.1%	-2%	6%	-11%	0.7	15%	-1.8	3%
18	O=C(/C=C/c1cccs1)N1CCCCC1	i	68	5%	-1.3%	-2%	x	-3%	0.0	-11%	0.6	1%
19	COC1C(C)=C(C)C(=O)N1Cc1ccccc1 (centres undefined)	i	50	2%	2.5%	-1%	8%	-6%	0.2	-5%	0.0	4%
20	Cc1ccc(CC2C(=O)N(c3ccc(F)cc3)C(=O)C2C)cc1 (centres undefined)	x	54	-8%	0.7%	-2%	6%	4%	x	1%	1.3	0%
21	COc1ccc(CCNCc2ccccc2N2CCCC2)cc1	i	53	19%	-0.7%	-4%	28%	-9%	0.3	5%	-0.3	4%
22	CCCCNC(=O)CS(=O)Cc1nc(-c2ccc(C)cc2)oc1C (centres undefined)	i	89	2%	1.9%	21%	6%	-1%	1.0	-3%	-1.6	0%
23	O=C(Cn1cncn1)NCc1ccccc1Br	i	96	1%	-0.1%	0%	11%	-6%	0.7	10%	-1.4	0%
24	N#Cc1nc(-c2cccs2)oc1NCCN1CCOCC1	i	48	-15%	-0.8%	4%	0%	-11%	1.4	7%	-0.1	4%
25	Cc1ccc2c(c1)N(C(=O)CCC(=O)NCCN1CCOCC1)CC(C)O2 (centres undefined)	i	53	6%	0.3%	6%	1%	-9%	3.1	x	1.5	1%
26	CN(CC(O)COc1ccc(S(=O)(=O)N2CCOCC2)cc1Cl)C1CCCCC1 (centres undefined)	i	59	-4%	-1.1%	13%	6%	-7%	0.1	-9%	1.1	3%
27	COc1ccc2c([N+](=O)[O-])c(N3CCCC3)[nH]c2c1	i	57	7%	-2.0%	5%	6%	-11%	0.2	-2%	1.1	4%
28	COC(=O)c1cc(NC(=O)Cn2c(=O)cnc3ccccc32)cc(C(=O)OC)c1	i	56	4%	1.2%	-4%	0%	0%	1.4	-8%	1.0	3%
29	COc1cccc(CNC(=O)c2cccnc2Sc2ccc(Cl)cc2)c1	i	78	10%	2.4%	-18%	7%	-3%	5.3	-5%	1.6	5%
30	Cc1ccc(F)c(NC(=O)C2CCCCC2C(=O)O)c1 (centres undefined)	i	69	5%	0.2%	17%	0%	-2%	7.0	27%	0.6	-2%
31	Cc1cccc(C)c1NC(=O)C(c1ccc([N+](=O)[O-])cc1)N(C)C(=O)c1ccccn1 (centres undefined)	i	39	1%	1.2%	-24%	4%	5%	0.4	8%	1.9	-8%
32	O=C(CCCNC(=O)c1ccc(Cl)cc1)Nc1ccccc1F	i	38	10%	-1.2%	13%	2%	-6%	0.2	-1%	-1.2	0%
33	Cc1ccc2[nH]c(=O)c(CN(Cc3cccnc3)Cc3nnnn3CC3CCCO3)cc2c1 (centres undefined)	i	56	-4%	1.1%	-1%	10%	-14%	0.3	12%	-0.9	-2%
34	CCOC(=O)C(C)Oc1nc(Oc2ccccc2)nc(N(C)C)n1 (centres undefined)	i	37	16%	0.9%	7%	10%	-3%	1.6	-5%	-0.8	1%
35	CC1CCCC(NC(=O)C2CCC(CNc3c(N4CCCC4)c(=O)c3=O)CC2)C1C (centres undefined)	i	66	4%	-0.5%	0%	12%	-4%	0.5	-13%	1.2	8%
36	Cc1cc(NC(=O)c2cc([N+](=O)[O-])cc([N+](=O)[O-])c2)n(-c2ccccc2)n1	i	x	-7%	0.9%	-9%	0%	0%	0.5	4%	x	2%
37	CCCCn1c(SCC(=O)Nc2ccccc2C(F)(F)F)nc2ccsc2c1=O	i	84	7%	-0.7%	9%	7%	-10%	1.0	4%	0.8	-6%
38	CC12CCC(=O)N1C(C(=O)NCCN1C(=O)S/C(=C\c3ccccc3F)C1=O)CS2 (centres undefined)	i	37	x	x	x	10%	x	0.8	7%	1.0	x
39	CC(C)c1nc2sc3c(=O)[nH]c(=S)[nH]c3c2c2c1CCC2	x	x	14%	22%	-13%	x	2%	x	-4%	x	40%
40	Cc1cc(Cl)c(OCCCCNC(C)(C)C)c(Br)c1	x	74	8%	-0.7%	-5%	x	-6%	x	-9%	-0.2	2%
41	CC1CCN(Cc2ccc(-c3nnn(CC(=O)NC4CCCCC4)n3)cc2)CC1	i	26	2%	-0.4%	-9%	6%	6%	0.4	-5%	0.7	-2%
42	COc1nccc(Nc2ccccc2)c1C#N	i	54	-4%	1.6%	1%	6%	-13%	0.1	-3%	0.5	-1%
43	O=C(O)c1ccccc1OCCOc1ccccc1C(=O)O	i	80	-9%	-1.5%	1%	4%	1%	0.2	-8%	0.6	0%
44	Cc1ccc(Cc2nnc3n(-c4cccc(C)c4)nc(C(=O)c4ccccc4)n3c2=O)cc1	i	77	2%	-1.2%	-5%	9%	1%	1.0	3%	9.3	4%
45	O=c1c(Cc2ccc(F)cc2)c(O)ccn1CCc1ccccn1	i	37	-24%	0.0%	-8%	3%	-4%	0.0	1%	0.4	0%
46	CCOC(=O)Cn1c(C)c(C#N)c2ccccc21	i	57	26%	0.2%	-4%	5%	-3%	0.4	3%	-1.2	2%
47	O=C(NN=C1CCCC1)C(=O)Nc1cccc(C(F)(F)F)c1	i	47	6%	3.4%	7%	7%	-3%	0.6	9%	0.6	1%
48	Cc1sc(NC(=O)CSc2nnc(-c3ccccc3)o2)c(C#N)c1C	i	83	9%	-3.1%	7%	3%	-9%	1.0	-20%	3.8	0%
49	O=C(Nc1ccc(N2CCN(C(=O)c3ccc(Cl)cc3)CC2)cc1)c1cccs1	i	46	22%	-1.3%	12%	2%	-2%	5.0	0%	3.6	2%
50	COc1cccc(N(C(=O)c2ccco2)C(C(=O)NC2CCCC2)c2cccnc2)c1 (centres undefined)	i	54	-12%	-1.3%	16%	9%	-7%	0.7	1%	0.0	-2%
51	COc1ccc(S(=O)(=O)N(C)CC(=O)NCc2ccco2)cc1Cl	+	62	13%	2.7%	-2%	3%	-7%	4.7*	-1%	1.2	0%
52	O=C(Nc1cccc(-c2ccccc2)c1)N1CCN(C(=O)Nc2cccc(-c3ccccc3)c2)CC1	i	49	-1%	2.8%	-12%	14%	-6%	0.2	-11%	-0.6	-1%
53	Nc1cc(-c2ccc(Cl)cc2)nn1S(=O)(=O)c1cccc2nsnc12	i	46	-6%	-1.3%	-6%	20%	-6%	2.8	4%	0.4	4%
54	CCOc1cccc2c1OC1(C)CC2NC(=O)N1c1cccc(C(=O)NCc2ccccn2)c1 (centres undefined)	i	59	0%	-0.3%	8%	9%	-15%	0.0	2%	-0.4	1%
55	CCc1ccc(/C=C2/C(=O)N(CC)C(=S)N2C)s1	i	68	0%	2.6%	2%	8%	0%	0.7	-4%	1.6	3%
56	CCOc1cccc(NC(=O)C2CC(=O)N(C)C(=Nc3cccc(F)c3)S2)c1 (centres undefined)	i	41	4%	4.3%	0%	15%	5%	6.0	9%	14	-1%
57	COCCNC(=O)C1CCC(CNS(=O)(=O)c2cccc3nsnc23)CC1 (centres undefined)	i	64	-6%	0.9%	21%	10%	-8%	2.5	2%	1.2	9%
58	CC(C)C(NS(=O)(=O)c1cccc2nsnc12)C(=O)NC1CCCCC1C (centres undefined)	u	63	5%	-0.2%	-4%	-5%	-11%	x	4%	0.0	2%
